aSyn yeast inh – inhibitors of alpha-synuclein toxicity in yeast | Yeast expressing alpha-synuclein, growth rescue, BacTiter-Glo, 24 h | Potency, µM (doses to about 46.1 µM), for inactives: at the highest dose growth rescue (activation), usual class: activators | hit rate 0.14% among 370,000 | AID 652106; note: potency is the fitted concentration of half-maximal effect; % of control where 0% means no effect; nearly all actives have a fitted effect of over 65% in size
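Screening used galactose-induced yeast with toxic alpha-synuclein levels, exposed to compound for 24 hr at 30 deg C. Cell growth, read with BacTiter-Glo luminescence, gave the measured signal.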
WRN helicase inh – inhibitors of human WRN helicase; Q14191; Potency, µM (series often up to 114 µM), for the others: top-dose activity change, negative = inhibition, actives largely listed as inhibitors; hit rate 0.46% among 360,000; WRN helicase unwinding, fluorescent forked duplex, kinetic; note: potency is the fitted concentration of half-maximal effect; % is set by controls: 0 for no effect and ±100 for the full control effect; nearly all actives have a fitted effect of over 55% in size
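Screening of the MLSMR collection measured strand separation of a quenched forked DNA duplex (100 nM) by 20 nM WRN with 2 mM ATP, all final. Compounds were preincubated with enzyme 15 min at room temperature.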
EPAC1 ag – activates human EPAC1 exchange factor. O95398. EPAC1 agonist qHTS, biochemical assay; response scale: 100% = response to 6.5 mM cAMP. Potency, µM (series often up to 154 µM), without a hit: at the top dose activation, hits mostly activators. hit rate 0.073% among 360,000. AID 720707; note: potency is the fitted concentration of half-maximal effect; nearly all actives have a fitted effect of over 60% in size
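Multi-concentration qHTS readout: loss of Rap1B-bound BODIPY-GDP fluorescence driven by 100 nM EPAC1 with excess GDP (50 uM), monitored kinetically at room temperature; agonist response expressed relative to 6.5 mM cAMP.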
EPAC1 antagonist – blocks human EPAC1 exchange factor. Potency, µM (doses to about 115 µM), for inactives: at the top dose activity change, negative = inhibition, actives largely listed as inhibitors. AID 720709. EPAC1 GEF assay, Rap1b-BODIPY-GDP exchange fluorescence. hit rate 0.14% among 360,000. O95398;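 note: potency is the fitted concentration of half-maximal effect; plate controls were vehicle for no effect and positive control for full effect; nearly all actives have a fitted effect of over 50% in size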
PLK1 PBD block – inhibitors of human PLK1 polo-box domain binding; P53350; Plk1 PBD binding of FITC phosphopeptide, fluorescence polarization; Potency, µM, without a hit: max response, negative = inhibition, usual class: inhibitors; hit rate 2.8% among 360,000; AID 720504; note: potency is the fitted concentration of half-maximal effect; series mostly up to about 57 µM; % is set by controls: 0 for no effect and ±100 for the full control effect; nearly all actives have a fitted effect of over 65% in size
FUS suppressor – suppressors of FUS proteinopathy in yeast | AID 1347120 | hit rate 0.24% among 390,000 | Potency, µM (titrated, usually from 76.6 µM), without a hit: top-dose growth rescue (activation), most hits filed as activators | S. cerevisiae FUS-expressing, growth rescue, OD600, 24 h;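 note: potency is the fitted concentration of half-maximal effect; plate controls were DMSO vehicle for no effect and reference control for full effect; nearly all actives have a fitted effect of over 55% in size; some results filed as inactive show a strong effect at the top dose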
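Cultures pregrown in 2.5% raffinose medium are shifted to minimal medium containing 2% galactose to express toxic FUS. Compounds are tested at several concentrations. After 24hr at 30C, growth is quantified at 600 nm absorbance.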
PI5P4K alpha inh – inhibitors of human PI5P4K alpha; PI5P4Kalpha enzyme, ADP-Glo luminescence, 60 min; stronger effect = lower value; max response, %; hit rate 1.2% among 330,000; active = max response of -50% or lower; inconclusive = between -30% and -50%; inactive = -30% or higher; note: value at the top dose of about 77 µM; % is set by controls: 0 for no effect and ±100 for the full control effect
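PI5P4Kalpha ADP-Glo assay; 5 microM ATP final; 60 min RT reaction; HEPES pH 7.4/EGTA/CHAPS, 5% DMSO; controls lacking substrate or enzyme; luminescent end-point.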
IL2 activator – IL-2 activation; IL-2 activation reporter assay, cell-based qHTS; stimulated with anti-CD3/CD4/CD28 beads; in transgenic mouse T cells; activation, % (series mostly up to about 46 µM); hit rate 0.065% among 360,000; AID 652025; in the data active = activation above about 50%; inconclusive = mostly about 30% to 49%; note: 0% is about no effect
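Readout: EGFP and DsRed signals by fluorescent plate cytometry. Unstimulated transgenic mouse T cells received compound 60 min before antibody-bead stimulation, then incubated 18 h at 37 degrees C.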
Abeta rescue – compounds reversing amyloid beta toxicity in yeast. yeast expressing A-beta42, growth rescue, OD600, 48 h; response scale: 0% DMSO, 100% iron-clioquinol control. AID 1347071. hit rate 0.063% among 410,000. Potency, µM (top dose mostly 46.1 µM), inactives show at the top dose growth rescue, most hits filed as activators; note: potency is the fitted concentration of half-maximal effect; nearly all actives have a fitted effect of over 55% in size
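Yeast A-beta toxicity model in growth medium with pinned compounds, 48 h at 30 C; growth read as absorbance at 600 nm. Normalized to FeCl3/clioquinol equimolar mix (positive) and DMSO (negative).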
Numbers without * were called inactive; ? = inconclusive; nt = no result given; [ ] = dose if it differs, or a comment. Unless noted, calls come from the whole dose curve; as a rule, active = well fitted curve in the direction sought with a large enough effect; inconclusive = small, poorly fitted or top-dose-only effect, or another doubt; inactive = no such curve, though single readings can be large; an effect the other way counts as inactive or inconclusive.

SMILES	aSyn yeast inh	WRN helicase inh	EPAC1 ag	EPAC1 antagonist	PLK1 PBD block	FUS suppressor	PI5P4K alpha inh	IL2 activator	Abeta rescue
COc1ccc2[nH]c(=O)c(CNc3ccc(C)cc3C)cc2c1	-5%	-10%	-3%	-14%	-28%	-6%	0	10	-12%
CCOC(=O)C(NC(C)=O)(OCc1ccc(F)cc1)C(F)(F)F (stereo not drawn)	0%	-21%	1%	-24%	-6%	-38%	5	1.1	-7%[9.22 µM]
COc1ccc(N(CC(=O)NC2CC2)S(=O)(=O)c2ccccc2)cc1	0%	-1%	11%	11%	-6%	8%	1	4.0	-8%
CCOC1=NN(c2ncc(C(F)(F)F)cc2Cl)C(=O)C1	-1%	10%	-1%	7%	24µM*	-10%	-3	-1.0	-5%
CNC(=O)C1(C)Cc2c(-c3ccc(NC(C)=O)cc3)ccnc2O1 (stereo not drawn)	-5%	-2%	0%	-14%	0%	-15%	-3	0.5	-10%
CCN(C(=O)CN1CCN(C)CC1)c1cccc2ccccc12	-14%	-9%	-2%	10%	-1%	0%	-7	0.7	9%
Cc1ccc(OCC(=O)N2CCCCC2C)c([N+](=O)[O-])n1 (stereo not drawn)	0%	-4%	-4%	6%	4%	-21%	1	-0.2	8%
CCOc1ccc(NC(=O)C2CCCN(S(=O)(=O)c3ccc(-n4cnnn4)cc3)C2)cc1 (stereo not drawn)	-2%	-1%	5%	14%	9%	19%	4	-1.3	-5%
CCOC(=O)C1CCN(C(=O)Cn2cnc3sc(C)c(S(=O)(=O)N4CCOCC4)c3c2=O)CC1	-4%	-4%	0%	-13%	-4%	-5%	-11	-1.7	-18%
c1ccc2c(c1)CN1C(=N2)COc2ccccc2C1c1nc2ccccc2[nH]1 (stereo not drawn)	0%	-3%	4%	-12%	-8%	34%	-1	-0.8	-19%
COc1cc(/C=N/Nc2cccc(C)c2)cc(Br)c1O	-7%	-10%	6%	-1%	-23%	20%	?	-1.3	-22%
Cc1cc([N+](=O)[O-])nn1CC(=O)c1ccccc1	3%	3%	-7%	6%	-7%	-11%	0	0.0	6%
O=S(=O)(c1ccccc1F)N1CCc2ccccc2C1	3%	2%	-2%	-10%	-3%	1%	6	-2.0	13%
O=C(CSc1nccc(=O)[nH]1)NCc1ccc(Cl)cc1	-3%	9%	12%	-5%	-16%	-3%	3	0.2	5%
O=C(N/N=C/c1cc(Br)cs1)C(O)c1ccccc1 (stereo not drawn)	7%	-9%	-1%	8%	?	4%	23	1.3	9%
CC(C)OCCCNc1nc(-c2ccccc2)nc2ccccc12	1%	-2%	2%	-22%	-4%	-15%	18	-5.4	0%
CCc1nnc(NC(=O)CSc2nnc(CNc3ccc(OC)cc3)n2CC)s1	-1%	-7%	0%	5%	?	18%	10	-1.7	-3%
C=CCn1c(O)c(N=NC(=O)c2cccnc2)c2cc(Br)ccc21	-3%	2%	13%	-5%	-6%	-19%	0	-2.3	5%
CC(=O)Nc1cccc(Oc2cc(C#N)c(C#N)cc2N2CCOCC2)c1	0%	4%	7%	5%	-22%	-13%	-5	-0.3	-1%
O=C(O)Cn1nnc(-c2cccs2)n1	-18%	7%	3%	11%	-10%	nt	3	-2.1	-6%
CC(=O)c1ccc(S(=O)(=O)N2CCN(C(C)C(=O)N(C)Cc3ccccc3)CC2)cc1 (stereo not drawn)	1%	-12%	1%	-12%	1%	-12%	-1	0.1	-14%
CCOc1cccc(CNCc2ccncc2)c1	4%	1%	9%	-21%	-1%	-11%	-1	0.8	9%
CCOC(=O)c1cc(NCc2cccs2)ccc1N1CCOCC1	-3%	-7%[57.1 µM]	-4%	-20%	-1%	9%	6	-2.8	18%
Clc1ccc(-c2nnc(-c3ccccc3)o2)c(Cl)c1	0%	9%	3%	9%	-2%	12%	nt	1.4	6%
COc1cc([N+](=O)[O-])ccc1Nc1nc(C)cc(C)n1	0%	4%	-13%	4%	-8%	-7%	2	0.2	-18%

The list goes on; the last 2 above are carried over.
SMILES	aSyn yeast inh	WRN helicase inh	EPAC1 ag	EPAC1 antagonist	PLK1 PBD block	FUS suppressor	PI5P4K alpha inh	IL2 activator	Abeta rescue
Clc1ccc(-c2nnc(-c3ccccc3)o2)c(Cl)c1	0%	9%	3%	9%	-2%	12%	nt	1.4	6%
COc1cc([N+](=O)[O-])ccc1Nc1nc(C)cc(C)n1	0%	4%	-13%	4%	-8%	-7%	2	0.2	-18%
CC(=O)c1cccc(N(CC(=O)NC2CCCC2)C(=O)c2ccc(C)s2)c1	-1%	0%	-5%	-7%	-18%	-6%	-2	1.8	-10%
O=S(=O)(NN1CCOCC1)c1ccc(Br)s1	1%	3%	18%	-4%	3µM*	24%	-5	0.8	14%
COc1cc2ccccc2cc1C(=O)Nc1ccc(Br)cn1	-9%	4%	15%	-10%	-14%	-4%	12	0.5	-3%
Cc1ccc(CNC(=O)CSc2nc3ccsc3c(=O)n2Cc2ccc(C(=O)O)cc2)cc1	2%	-2%	6%	18%	-13%	-25%	2	-0.1	22%
O=C1C2CC=CCC2C(=O)N1CC(=O)N(Cc1ccccc1)C1CCS(=O)(=O)C1 (stereo not drawn)	10%	2%	5%	0%	-1%	10%	nt	-1.1	3%
Cc1nc2c(c(=O)c3ccccc3n2C)c(=O)n1C1CCCCCC1	4%	-22%	4%	-19%	-10%	4%	-5	0.5	-5%
O=C1CSCN1c1ccc(Cl)c(Cl)c1	3%	4%	9%	-20%	-1%	-27%	-3	-2.3	-3%
C[C@@H]1NC(=O)[C@@]2(C)[C@@H](c3ccccc3)[C@H]3COc4ccc(Cl)cc4[C@@H]3N2C1=O	-3%	-3%	10%	5%	-3%	-9%	7	0.0	-2%
CCC(=O)OCC(=O)Nc1cc(C)c(C)cc1[N+](=O)[O-]	-1%	1%	1%	-4%	24µM*	6%	6	-0.3	15%
COCC(=O)Nc1cc(Cl)ccc1C	-1%	-7%	4%	-11%	-5%	-2%	-2	0.3	-9%
O=C(CN1CCN(S(=O)(=O)N2CCCCCC2)CC1)Nc1ccc(F)cc1	2%	5%	2%	-5%	-20%	11%	-3	-3.0	6%
Cc1cc(C(=O)Nc2cccc(S(=O)(=O)N3CCCCC3)c2)c2ccccc2n1	0%	-4%	10%	-4%	-12%	7%	4	3.4	12%
CCn1cnc2sc(-c3ccccc3)cc2c1=O	10%	4%	-4%	12%	-2%	-19%	0	-0.6	-13%
C/C(N)=C(/C#N)C(=O)COC(=O)CCCNC(=O)c1ccc(Cl)cc1	2%	-6%	15%	3%	6%	-31%	5	0.0	0%
Cc1ccc(Cn2c(CN3CCOCC3)nc3c2c(=O)[nH]c(=O)n3C)cc1	-3%	-2%	-2%	10%	-4%	27%	nt	-1.5	-14%
Nc1nc(Sc2ncccc2[N+](=O)[O-])n[nH]1	3%	7%	2%	17%	4%	-24%	2	0.2	0%
CC(C)=CC(=O)Nc1ccccc1C(N)=O	8%	-18%	-1%	-4%	-8%	28%	nt	-0.9	4%
Cc1ccc(C(=O)C[n+]2cc(Br)cc(Br)c2)cc1	10%	-8%	-1%	8%	0%	14%	-6	0.4	14%
NS(=O)(=O)c1ccc(CCNC(=O)/C=C/c2ccc(S(=O)(=O)N3CCOCC3)cc2)cc1	4%	3%	15%	-1%	4%	7%	1	1.0	11%
CCOC(=O)c1ccc(NC(=O)Cn2nnc(-c3ccc(F)cc3)n2)cc1	-1%	-12%	-16%	17%	-7%	?	-1	-0.3	-2%
COc1ccc(N2C(S)=C(C#N)C(=O)NC2c2ccco2)cc1 (stereo not drawn)	0%	-16%	-7%	3%	?	nt	-17	-1.6	-5%
CC(C)(C)c1ccc(Oc2ccc(NC(=O)c3ccccc3C(=O)O)cn2)cc1	14%	0%	-14%	?	-2%	23%	-2	4.1	-7%
O=C(CN1CCCCC1)NC(=O)NCc1ccccc1	-6%	10%	0%	6%	-5%	-2%	1	-0.2	-4%
O=C(Nc1ccccc1C(=O)N1CCCCC1)c1ccc(Cl)cc1Cl	2%	2%	-8%	-14%	-2%	-20%	8	-1.1	-6%
O=C(/C=C\c1cn(-c2ccccc2)nc1-c1cccs1)N1CCOCC1	5%	-26%[57.1 µM]	10%	16%	-5%	34%	24	-0.7	8%
SMILES	aSyn yeast inh	WRN helicase inh	EPAC1 ag	EPAC1 antagonist	PLK1 PBD block	FUS suppressor	PI5P4K alpha inh	IL2 activator	Abeta rescue
C[C@H]1NC(=O)[C@]2(C)[C@@H](c3ccccc3)[C@H]3COc4ccccc4[C@H]3N2C1=O	0%	-13%	-7%	-13%	?	-13%	-24	-0.3	-3%
OC(COc1cccc(OCC(O)CN2CCCC2)c1)CN1CCCC1 (stereo not drawn)	-1%	-8%	1%	0%	-4%	-1%	nt	-1.2	11%
CCc1nc2ccc(C(=O)NCCOc3ccc(OC)cc3)cn2c1N(C)Cc1nccn1C	0%	2%	4%	-2%	3%	-13%	-3	0.9	27%
Cc1cccc(N2CCN(C(=O)c3ccncc3)CC2)c1C	3%	4%	-5%	-5%	0%	-3%	-1	-3.9	17%
O=C(O)c1ccc(CSc2nnc(-c3ccco3)o2)cc1	1%	-4%	2%	3%	-2%	-13%	-2	2.3	-2%
O=C1CC(NS(=O)(=O)c2cccs2)CN1c1cccc(F)c1 (stereo not drawn)	-13%	0%	-2%	-29%	-2%	8%	-8	-2.9	-6%
COc1ccc(C(C)(NC(C)=O)c2nc(-c3cncnc3)cs2)cc1 (stereo not drawn)	0%	3%	4%	-13%	3%	-11%	-1	0.2	16%
Cc1cccc(N2CCN(C(C(=O)NCc3ccccc3)c3ccco3)CC2)c1C (stereo not drawn)	3%	-12%	9%	-3%	-2%	30%	3	-0.1	3%
Cc1ccc(F)cc1NC(=O)COC(=O)C1CCN(c2ccc(C(F)(F)F)cn2)CC1	17%	-4%	13%	-18%	-6%	21%	11	-1.0	?
O=C(Nc1ccccc1[N+](=O)[O-])c1cc(S(=O)(=O)Nc2ccccn2)ccc1Cl	6%	0%[57.1 µM]	3%	-1%	4%	-12%	0	0.3	0%
